# Source: PubChem (National Center for Advancing Translational Sciences (NCATS))
# Nrf2 inh: Nrf2 qHTS screen for inhibitors | Potency, µM (doses to about 46 µM), inactives show top-dose activity change, negative = inhibition, usual class: inhibitors | 2.1% of 360,000 active | A549 ARE-Fluc reporter, luciferase luminescence, 18-24 h | AID 504444, 2011; note: potency is the fitted concentration of half-maximal effect; % is set by controls: 0 for no effect and ±100 for the full control effect; nearly all actives have a fitted effect of over 60% in size
#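 A549 ARE_Fluc cells (5000/well, 5% FBS OPTI-MEM) pre-incubated 2 h, then treated with compounds 18-24 h at 37C/5% CO2 in concentration-response. CellTiter-Fluor viability read first; BugLite luciferase luminescence after 15 min at room temperature gives Nrf2 activity.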
# MmCpn inh: Inhibitors of TCP-1 ring complex (TRiC) of Methanococcus maripaludis (MmCpn): qHTS | Potency, µM (top dose mostly 76.9 µM), for the others: at the top dose activity, negative = inhibition, most hits filed as inhibitors | 0.031% of 330,000 active | purified Mm-Cpn ATPase, ADP Transcreener TR-FRET | AID 504842, 2011 | Chaperonin Mm-Cpn (Methanococcus maripaludis); note: potency is the fitted concentration of half-maximal effect; % is set by controls: 0 for no effect and ±100 for the full control effect; nearly all actives have a fitted effect of over 80% in size
#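 25 nM Mm-CPN + cpd, 10 min 37°C; + 10 uM ATP, 30 min 37°C; buffer 30 mM Tris pH 7.4, 100 mM KCl, 5 mM MgCl2, 1 mM DTT; Transcreener ADP HTRF detection 30 min RT.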
# Nrf2 ARE act: qHTS of Nrf2 Activators; AREc32 ARE-luciferase reporter (MCF7-derived line), luminescence, 24 h; Potency, µM (top dose mostly 46.1 µM), for inactives: at the top dose activation, hits mostly activators; 0.31% of 410,000 active; AID 624171, 2012; note: potency is the fitted concentration of half-maximal effect; % of control where 0% means no effect; nearly all actives have a fitted effect of over 65% in size
#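 ARE activation measured as luciferase luminescence (Steady-Glo, 30 min RT) in AREc32_Fluc cells after 24 hr compound exposure at 37 deg C, 5% CO2; cells seeded overnight at 1000/well in OPTI-MEM, 5% FBS.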
# S2 tox: Viability Counterscreen for Primary qHTS for Inhibitors of ATXN expression. S2 cells (HEK-293 line with an ATXN2-luciferase reporter) viability, CellTiter-Fluor protease fluorescence, 24 h. Potency, µM (top dose mostly 56.7 µM), actives largely listed as cytotoxic. 0.49% of 400,000 active. AID 651635, 2014; note: potency is the fitted concentration of half-maximal effect; nearly all actives have a fitted effect of over 40% in size
# CCT modulator: High-Throughput Screening for Modulators of Cytosolic Chaperonin Activity | AID 651819, 2012 | purified chaperonin ATPase assay, HTRF ADP detection, 30 min | 0.3% of 360,000 active | activity change, % (no concentration beside the values), hits read low; in the data active = activity change below about -30%; note: % is set by controls: 0 for no effect and ±100 for the full control effect
#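 ATPase activity: ADP formed was measured by HTRF Transcreener (665/615 nm ratio) after 30 min at 37 deg C with 10 uM ATP. Compounds screened at one 76 uM concentration against 40 or 20 nM TRiC in Tris pH 7.4/KCl/MgCl2/DTT buffer.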
# TGFb inhibitor: qHTS for Inhibitors of TGF-b; HepG2 CAGA-GFP TGF-b/SMAD3 reporter, GFP fluorescence, 18 h; TGF-beta stimulated, 500 pg/mL final; Potency, µM (top dose mostly 46.1 µM), for the others: top-dose activity, negative = inhibition, actives largely listed as inhibitors; 1.2% of 410,000 active; AID 588855, 2011; note: potency is the fitted concentration of half-maximal effect; % is set by controls: 0 for no effect and ±100 for the full control effect; nearly all actives have a fitted effect of over 65% in size
#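 HEPG2 CAGA-GFP cells (1000/well, DMEM with 1% FBS) were pre-incubated 2 h at 37 degrees C, given compound by pin tool, then stimulated with TGF-beta at 500 pg/mL final for 18 h before per-cell GFP fluorescence imaging.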
# HepG2 viability: qHTS for Inhibitors of TGF-b: Cytotox Counterscreen. HepG2 CAGA-GFP viability, ATP luminescence, 18 h. Potency, µM (titrated, usually from 46.1 µM), without a hit: at the highest dose activity change, negative = cytotoxicity, usual class: cytotoxic. 0.76% of 410,000 active; note: potency is the fitted concentration of half-maximal effect; some results filed as inactive show a strong effect at the top dose
#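 CellTiter-Glo luminescence gave cytotoxicity after 18 hours at 37 degrees C. The cells were HepG2 CAGA-GFP in 1% FBS DMEM, stimulated with 500 pg/mL TGF-beta after compound addition. %Activity was normalised to no-cell wells (complete cell-killing) and DMSO (no toxicity), and curves were fitted and classified.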
# Akt phos inh: HTS Assay for Inhibitors of Akt Phophorylation: Primary Screen; Neuro2A IGF-stimulated pAkt S473 HTRF, 20 min; stronger effect = lower value; activity change, % for hits at 50 µM; 0.32% of 360,000 active; in the data active = activity change below about -80%; inconclusive = mostly about -51% to -80%; note: % is set by controls: 0 for no effect and ±100 for the full control effect
#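 Neuro2A cells (4,500/well, DMEM with 0.5% FBS) were treated with compound at a single 50 µM final concentration, stimulated with 6 nM IGF for 20 min at 37 °C, and lysed. Phospho-Akt Ser473 was read by HTRF as 665/615 ratio ×10^4.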
# A549 tox: Nrf2 qHTS screen for inhibitors: counterscreen for cytotoxicity | AID 504648, 2011 | A549 ARE-Fluc cells, CellTiter-Fluor viability, 18-24 h | Potency, µM (titrated, usually from 46 µM), for the others: at the top dose activity change, negative = cytotoxicity, hits mostly inhibitors | 0.16% of 390,000 active; note: potency is the fitted concentration of half-maximal effect; % is set by controls: 0 for no effect and ±100 for the full control effect
#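 A549 ARE_Fluc cells in 5% FBS OPTI-MEM were exposed to compounds in concentration-response for 18-24 h at 37 deg C. Viability was read by CellTiter-Fluor fluorescence (Ex 405/Em 525) after 30 min, before the luciferase read.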
# Starred values were filed as active, the others as inactive; i = inactive; ? = inconclusive; / = no result given. Unless noted, calls come from the whole dose curve; as a rule, active = well fitted curve in the direction sought with a large enough effect; inconclusive = small, poorly fitted or top-dose-only effect, or another doubt; inactive = no such curve, though single readings can be large; an effect the other way counts as inactive or inconclusive.
SMILES,Nrf2 inh,MmCpn inh,Nrf2 ARE act,S2 tox,CCT modulator,TGFb inhibitor,HepG2 viability,Akt phos inh,A549 tox
COc1cccc(C(=O)Nc2cc(C(=O)NCCc3ccccc3)ccc2Cl)c1,18%,0%,2.5%,i,-0.2,-13%,-30%,i,3%
Cc1ccnc(N/N=C/c2ccco2)n1,30%,-1%,?,i,-2.0,-19%,-16%,i,2%
C[C@@H]1CN([C@H](C)CO)C(=O)c2cc(NC(=O)Nc3ccc(C(F)(F)F)cc3)ccc2O[C@H]1CN(C)S(=O)(=O)c1ccc(Cl)cc1,?,1%,-0.7%,?,-4.7,?,2%,i,-19%
CCCc1nnc(-c2cc(OC)c(OC)c(OC)c2)o1,-2%,2%,0.3%,i,-14,-4%,8%,i,1%
COc1ccc(NC(=O)COC(=O)c2c(-c3ccccc3)noc2C)cc1,12%,0%,5.6%,i,-0.6,2%,-11%,i,17%
Cc1ccc(N2C(=O)C3C4C=CC(CNC(=S)Nc5cccc(Cl)c5)(O4)C3C2=O)cc1 (centres undefined),-30%,-2%,5.3%,i,-8.5,?,-18%,i,-9%
C=CCOc1ccccc1NC(=O)CN1C(=O)CNC1=O,18%,4%,-1.6%,i,-4.7,-9%,-6%,i,1%
COc1cccc(C(=O)Nc2nc(-c3ccc4c(c3)OCO4)cs2)c1,13µM*,0%,3.9%,?,2.1,?,-12%,i,-23%
COc1ccc(NC(=O)Cn2cc(S(=O)(=O)N3CCN(c4ccccc4F)CC3)c3ccccc3c2=O)cc1Cl,1%,/,-0.5%,/,/,5%,6%,/,1%
COCCn1c(SCc2nc(N)nc(Nc3ccccc3C)n2)nc2ccccc2c1=O,?,-4%,-0.7%,i,2.0,17%,-27%,i,1%
CCOP(=O)(c1ccc(N(C)C)cc1)C(O)c1ccccc1 (centres undefined),2%,-2%,0.2%,i,1.0,0%,8%,i,-1%
Cc1cnc(C(=O)Nc2ccc(-n3cnnn3)cc2)cn1,15%,0%,-0.1%,i,0.3,-1%,-12%,i,-12%
Cc1ccc(C)c(NS(=O)(=O)c2cc(C(=O)Nc3ccccc3-c3ccccc3)ccc2Cl)c1,?,-8%,1.0%,i,-5.1,-4%,-28%,i,-21%
C=CCn1nnnc1SCC(=O)Nc1ccc(C(=O)OC)cc1,20%,-6%,-0.1%,i,-1.8,-11%,9%,i,1%
Cc1nc(C(F)(F)F)ccc1C(=O)N1CCCC(C(=O)O)CC1 (centres undefined),/,/,0.2%,i,-1.0,-12%,3%,i,/
CCOc1ccccc1CNC(CC)CO (centres undefined),-4%,-1%,-0.8%,i,-0.5,-4%,3%,i,-1%
O=C(NCCC1=CCCCC1)C1CCN(S(=O)(=O)c2ccc(-n3cnnn3)cc2)CC1,-14%,0%,0.2%,i,-2.9,17%,-13%,i,-6%
O=S1(=O)CC(N2CCCCC2)CN1Cc1cn(Cc2ccccc2)nn1 (centres undefined),/,/,-0.6%,i,-0.4,/,/,i,/
CCN(CC)c1ccc(/C=N/NC(=O)Nc2ccccc2)cc1,?,1%,14%,i,-0.2,?,-67%,i,?
CCC(C)Sc1nnc(CSc2nc3nc(C)cc(C)n3n2)o1 (centres undefined),8%,1%,-0.9%,i,1.3,-3%,-3%,i,?
Cc1ccc(Cl)cc1N1CCN(C(=O)CCS(=O)(=O)c2ccc3c(c2)oc(=O)n3C)CC1,?,/,-0.9%,i,/,-21%,-4%,/,-5%
Cc1cccc(NC(=O)c2cccc(C(=O)Nc3cccc(C)c3)c2)c1,1%,-1%,0.4%,i,-2.6,0%,-1%,i,3%
CN(CCNC(=O)C1CCN(S(=O)(=O)c2cnc[nH]2)CC1)Cc1ccccc1,2%,-2%,0.4%,i,-1.8,0%,-2%,i,-4%
CCC(=O)N1CCc2cc(Br)c(S(=O)(=O)CCC(=O)NCCc3ccccc3)cc21,-8%,/,0.3%,i,-1.7,-5%,3%,i,2%
COC(=O)c1ccc(N2CCCCC2)c(NC(=O)c2ccco2)c1,?,3%,0.3%,i,0.4,4%,-16%,i,2%
O=C1CC[C@@H]2CC(N3CCN(c4ccccc4)CC3)C[C@@H]3CCN1[C@H]23 (some centres undefined),6%,/,0.7%,?,-0.4,-2%,-6%,i,-5%
COc1ccc(C(=O)NC(C(=O)N2CCN(C/C=C/c3ccccc3)CC2)C(C)C)cc1 (centres undefined),/,/,-1.1%,i,1.4,-7%,-10%,i,/
COc1ccc(C(=O)C[n+]2cccc(C)c2C)cc1[N+](=O)[O-],-9%,3%,0.3%,i,0.1,14%,9%,i,-1%
O=C(O)c1sccc1S(=O)(=O)N1CCN(c2ccc(C(F)(F)F)cn2)CC1,-6%,-2%,0.6%,i,0.8,1%,15%,i,8%
Cc1ccc(CC(=O)Nc2cccnc2)cc1,-28%,-1%,-0.1%,i,-0.1,11%,0%,i,0%

# Reformatted: 3 of the compounds above
# Results follow in this order: Nrf2 inh, MmCpn inh, Nrf2 ARE act, S2 tox, CCT modulator, TGFb inhibitor, HepG2 viability, Akt phos inh, A549 tox
- COc1ccc(NC(=O)COC(=O)c2c(-c3ccccc3)noc2C)cc1
→ 12%, 0%, 5.6%, i, -0.6, 2%, -11%, i, 17%
- Cc1ccc(N2C(=O)C3C4C=CC(CNC(=S)Nc5cccc(Cl)c5)(O4)C3C2=O)cc1 (centres undefined)
→ -30%, -2%, 5.3%, i, -8.5, ?, -18%, i, -9%
- C=CCOc1ccccc1NC(=O)CN1C(=O)CNC1=O
→ 18%, 4%, -1.6%, i, -4.7, -9%, -6%, i, 1%

# (list continues)
SMILES,Nrf2 inh,MmCpn inh,Nrf2 ARE act,S2 tox,CCT modulator,TGFb inhibitor,HepG2 viability,Akt phos inh,A549 tox
CC1=NNC(=O)C1CC(=O)N/N=C(\C)c1cccs1 (centres undefined),1%,0%,2.4%,i,-2.8,-14%,-14%,i,2%
CC(C)(C)c1ccc(C(=O)Oc2ccccc2CCC(=O)O)cc1,-25%,-1%,0.5%,i,-1.0,14%,8%,i,1%
Cc1cccc(CCNC(=O)CCc2c(C)nc3c4c(C)cc(C)nc4nn3c2C)c1,-4%,/,1.3%,/,/,/,-9%,/,-4%
COc1cccc(-c2nnc(SCC(=O)NC3CCCCC3)o2)c1,8%,/,4.9%,i,/,-2%,-72%,/,2%
Cc1ccc(S(=O)(=O)Nc2ccc(Br)cc2/C=N/n2cnnc2)cc1,-14%,-11%,0.4%,i,-0.8,?,-21%,i,-4%
Cc1ccccc1CCNC(=O)c1ccc2c(c1)c(C)c(C)n2Cc1ccccc1,15%,/,0.3%,/,/,0%,-36%,/,15%
O=C(CN1C(=O)CCS(=O)(=O)c2ccccc21)NCc1ccc(F)cc1,4%,0%,-0.9%,i,0.0,19%,25%,i,-1%
CCCCCN(C(=O)COC(=O)Cc1c(C)nc2ccccc2c1C)c1c(N)n(CCCC)c(=O)[nH]c1=O,?,1%,-0.3%,i,0.4,3%,6%,i,-4%
COc1ccc(S(=O)(=O)N2c3ccccc3OCC2CC(=O)O)cc1 (centres undefined),8%,0%,0.5%,?,-1.6,2%,-2%,i,-3%
Cc1ccccc1OC1C(=O)N(Cc2ccc3c(c2)OCO3)C1c1sccc1C (centres undefined),?,3%,-0.6%,i,-0.9,?,-27%,i,-18%
Cc1cc(C)nc(SCC(=O)N/N=C/c2cccn2-c2cccc(C(F)(F)F)c2)n1,?,-3%,0.1%,i,-3.5,?,-22%,i,-14%
O=C(NCc1ccco1)c1ccc(-c2cccc(Cl)c2)o1,?,4%,11%,i,-0.6,-7%,9%,i,8%
O=C(Cn1ncc2c([nH]c3ccccc32)c1=O)N1CCOCC1,9%,2%,-0.2%,?,1.1,26%,-8%,i,7%
O=C(COC(=O)c1cccs1)Nc1cccc(Cl)c1,-5%,-14%,0.5%,i,-1.8,-7%,-11%,i,2%
Cc1ccc(-c2nc(CS(=O)CC(=O)NCc3ccco3)c(C)o2)cc1 (centres undefined),-3%,2%,2.8%,i,0.2,0%,1%,i,0%
O=C(CS(=O)(=O)c1cccc2nsnc12)Nc1ccccc1Cl,/,/,0.1%,i,/,1%,1%,/,9%
Cc1cc(/C=N\NC(=O)CC(=O)NC2CCCCC2)c(C)n1-c1cccc(Cl)c1Cl,-5%,1%,4.5%,i,-4.5,?,-52%,i,15%
CCCCCC(=O)OC(CN1CCCCC1)CN1CCCC1=O (centres undefined),/,0%,-0.8%,i,0.2,?,-7%,i,3%
CCOc1ccc(N(C)S(=O)(=O)c2ccc(-c3cc(C)no3)s2)cc1,-1%,-4%,-0.4%,?,1.5,?,-35%,i,-3%
CC1=CCC2C(=O)N(c3ccccc3OC(=O)c3ccccc3F)C(=O)C2C1 (centres undefined),13%,-1%,2.0%,i,-0.6,-2%,-18%,i,10%
NC(=O)C1CC(=O)N(c2ccc(OCc3ccccc3Cl)cc2)C1 (centres undefined),13%,0%,-0.2%,i,0.3,-1%,2%,i,1%
CN(C)Cc1c(O)ccc2oc(Cc3ccccc3)cc12,9%,3%,0.2%,i,1.6,0%,-26%,i,2%
Cc1ccc(S(=O)(=O)NCC(=O)NCC(=O)OC(C(=O)NC(N)=O)C(C)C)cc1C (centres undefined),-13%,-1%,0.2%,i,-3.2,-6%,5%,i,-1%
O=C(COc1ccccc1-c1ccccc1)Nc1ccc(S(=O)(=O)NCc2ccco2)cc1,?,1%,0.0%,i,-1.3,-8%,-31%,i,-13%
CCOC(=O)Nc1cc(C)c(Cl)cc1OC,2%,1%,-0.2%,i,-1.3,3%,13%,i,-8%
